SW480 rereplic: A quantitative high throughput screen for small molecules that induce DNA re-replication in SW480 colon adenocarcinoma cells; SW480 DNA re-replication, Hoechst DNA content imaging, 48 h; 340,000 tested, 1.8% active; AID 624297, 2012; Potency, µM (top dose mostly 46.1 µM), for the others: at the highest dose re-replication activation, actives largely listed as activators; further: potency means the concentration at half of the fitted maximal effect; % of control where 0% means no effect; nearly all actives have a fitted effect of over 55% in size
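Per well, 250 cells were exposed to pinned compound for 48 hr. Nuclear DNA was visualised with Hoechst (40 min, 37 C) and total object intensity recorded by fluorescence scanning.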
HT1080NT lethal: qHTS for induction of synthetic lethality in tumor cells producing 2HG: qHTS for the HT-1080-NT fibrosarcoma cell line. HT-1080-NT fibrosarcoma viability, CellTiter-Glo ATP luminescence, 48 h. Potency, µM (highest dose often 46.1 µM), without a hit: at the highest dose activity, negative = less viability, usual class: cytotoxic. 360,000 tested, 1.6% active. AID 686970, 2013;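 further: NT is the 2HG producing partner of a matched IDH1 knockdown line; potency means the concentration at half of the fitted maximal effect; 0% = DMSO-treated cells and -100% = media-only wells without cells; nearly all actives have a fitted effect of over 55% in size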
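Luminescent CellTiter-Glo readout after 48 hours of compound exposure at 37 degrees C defined viability of HT-1080-NT cells. Activity was normalized to DMSO wells and cell-free media wells; concentration-response curves were fitted and assigned curve classes.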
HT1080 IDH1KD tx: qHTS for induction of synthetic lethality in tumor cells producing 2HG: qHTS for the HT-1080-IDH1KD cell line | HT-1080 IDH1 knockdown viability, ATP luminescence, 48 h | Potency, µM (doses to about 46.1 µM), inactives show top-dose activity, negative = toxicity, usual class: cytotoxic | 360,000 tested, 2% active;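 further: potency means the concentration at half of the fitted maximal effect; 0% = DMSO wells and -100% = cell-free medium wells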
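Assay cells: HT-1080 with IDH1 knockdown, 750 per well, RPMI/5% FBS. Exposure: 48 h at 37 °C following 2 h pre-incubation. Read: CellTiter-Glo luminescence; fitted concentration-response, curve class assigned.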
MCF10A rerep: A quantitative high throughput screen for small molecules that induce DNA re-replication in MCF 10a normal breast cells | MCF 10A DNA re-replication, Hoechst nuclear intensity, 48 h | 350,000 tested, 2.9% active | Potency, µM (doses to about 46.1 µM), for inactives: top-dose activity, positive = re-replication, actives largely listed as activators; further: potency means the concentration at half of the fitted maximal effect; % of control where 0% means no effect; nearly all actives have a fitted effect of over 50% in size
IL-1B inflam inh: qHTS for Inhibitors of Inflammasome Signaling: IL-1-beta AlphaLISA Primary Screen; 360,000 tested, 4.7% active; activity change, % at 57.5 µM; THP-1 LPS/ATP IL-1B secretion, AlphaLISA, 16 h; hits give low values; AID 743279, 2014; in the data active means activity change below about -50%; inconclusive means mostly about -30% to -49%; further: on the % scale 0 is the no-effect control and ±100 the full control effect
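Secreted IL-1B measured by AlphaLISA bead assay after 16 h compound exposure of THP-1 cells; compounds (final up to 57.5 uM) added 1 h before LPS (250 ng/mL) and ATP (1.25 mM) stimulation; lower signal means less secretion.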
KB-3-1 tox: qHTS assay for MDR1-selective chemotherapeutics: Primary screen using the parental adenocarcinoma cell KB-3-1. KB-3-1 viability, CellTiter-Glo ATP luminescence, 72 h. Potency, µM (doses to about 46.1 µM), for the others: top-dose activity change, negative = cytotoxic, usual class: cytotoxic. 400,000 tested, 1.4% active. AID 1347075, 2019; further: potency means the concentration at half of the fitted maximal effect; on the % scale 0 is the no-effect control and ±100 the full control effect; nearly all actives have a fitted effect of over 60% in size
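KB-3-1 parental drug-naive adenocarcinoma cells in DMEM/10% FBS, incubated 72 h at 37 C with pin-transferred compounds across a concentration series. Viability by CellTiter-Glo luminescence; concentration-response curves fitted after normalization.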
S2 tox: Viability Counterscreen for Primary qHTS for Inhibitors of ATXN expression; S2 cells (HEK-293 line with an ATXN2-luciferase reporter) viability, CellTiter-Fluor protease fluorescence, 24 h; Potency, µM (top dose mostly 56.7 µM), usual class: cytotoxic; 400,000 tested, 0.49% active; AID 651635, 2014; further: potency means the concentration at half of the fitted maximal effect; nearly all actives have a fitted effect of over 40% in size
ATXN2 expr inh: Primary qHTS for Inhibitors of ATXN expression | AID 1745845, 2022 | 360,000 tested, 0.72% active | HEK-293 ATXN2-luciferase reporter, luminescence, 24 h | Potency, µM (titrated, usually from 57 µM), for inactives: top-dose activity change, negative = inhibition, hits mostly inhibitors; further: potency means the concentration at half of the fitted maximal effect; on the % scale 0 is the no-effect control and ±100 the full control effect; nearly all actives have a fitted effect of over 55% in size
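qHTS (up to 57 uM final) was run with 24 h compound exposure of reporter cells at 37 °C. Each well was multiplexed: SteadyGlo luminescence measured ATXN2-luciferase expression after a fluorogenic Gly-Phe-AFC viability readout (25 uM final).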
KB-V1 cytotox: qHTS assay for MDR1-selective chemotherapeutics: Primary screen using the drug-selected MDR subline cells KB-V1 | KB-V1 MDR cells viability, CellTiter-Glo, 72 h | Potency, µM (highest dose often 46.1 µM), inactives show at the highest dose activity change, negative = cytotoxicity, usual class: cytotoxic | 400,000 tested, 3.4% active | AID 1347076, 2019; further: potency means the concentration at half of the fitted maximal effect; on the % scale 0 is the no-effect control and ±100 the full control effect; nearly all actives have a fitted effect of over 60% in size
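Compound-treated KB-V1 multidrug-resistant cells, 72 h, 37 degrees C; viability by CellTiter-Glo. Fitted qHTS curves give the values.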
Numbers without * were called inactive; i = inactive; ? = inconclusive; · = not tested or not shown; [ ] = another dose, or the depositor's remark. Unless noted, the call rests on the fitted dose curve; in most records, active means well fitted curve in the direction sought with a large enough effect; inconclusive means small, poorly fitted or top-dose-only effect, or another doubt; inactive means no such curve, though single readings can be large; an effect the other way counts as inactive or inconclusive.

SMILES | SW480 rereplic | HT1080NT lethal | HT1080 IDH1KD tx | MCF10A rerep | IL-1B inflam inh | KB-3-1 tox | S2 tox | ATXN2 expr inh | KB-V1 cytotox
Cc1ccc(S(=O)(=O)N2C[C@H]3C(=O)C[C@@H](c4ccccc4)N(S(=O)(=O)c4ccc(C)cc4)[C@H]3C[C@H]2c2ccc(Cl)cc2)cc1 | · | 1% | -8% | · | 34 | 1% | i | -1% | 3%
O=C(NCC(c1ccccc1)N1CCCC1)C1CCN(C(=O)Nc2ccccc2)CC1 (configuration not stated) | ? | -10% | -4% | ? | -14 | -7% | i | 7% | 0%
CCOC(=O)c1c(C)[nH]c(C)c1S(=O)(=O)N(C)CC(=O)N1CCN(c2cccc(C)c2C)CC1 | · | · | · | · | · | -8% | ? | 0% | 0%
O=C(O)c1ccccc1CSc1ncn[nH]1 | -2% | 2% | 6% | -1% | 1 | 3% | i | 0% | -6%
Cc1ccc(Oc2nnc(-c3ccc(C)cc3)c3ccccc23)cc1 | -1% | 14% | 0% | -2% | 14 | ? | i | 11% | 18µM*
O=C(NCC1CCCO1)c1ccc(N2C(=O)C3CCCCC3C2=O)cc1 (configuration not stated) | -24% | 1% | 3% | -13% | 37 | -3% | i | 28% | -1%
CC(=O)c1c(C)[nH]c(C(=O)OCC(=O)c2c(N)n(CC(C)C)c(=O)n(C)c2=O)c1C | -8% | 5% | 8% | 4% | 23 | -10% | ? | · | -18%
COC(=O)c1ccc2nc(-c3cccc(Br)c3)c(Cc3cccc(F)c3)n2c1 | · | 18% | 16% | · | 36 | ? | i | 15% | ?
Cc1cccc(NC(=O)c2ccc(C(=O)Nc3cccc(C)c3)nc2)c1 | ? | ? | 21µM* | 7.3µM* | 43 | -12% | ? | -19% | ?
O=C(Oc1ccc(/C=N/Nc2nc(N3CCCCC3)nc(N3CCCCC3)n2)cc1)c1ccco1 | -5% | 2% | 4% | 8% | -2 | 0% | i | · | 15%

Shown with each value named: four of the compounds above.
> O=C(NCC(c1ccccc1)N1CCCC1)C1CCN(C(=O)Nc2ccccc2)CC1 (configuration not stated)
  SW480 rereplic: ?	HT1080NT lethal: -10%	HT1080 IDH1KD tx: -4%	MCF10A rerep: ?	IL-1B inflam inh: -14	KB-3-1 tox: -7%	S2 tox: i	ATXN2 expr inh: 7%	KB-V1 cytotox: 0%
> CCOC(=O)c1c(C)[nH]c(C)c1S(=O)(=O)N(C)CC(=O)N1CCN(c2cccc(C)c2C)CC1
  SW480 rereplic: ·	HT1080NT lethal: ·	HT1080 IDH1KD tx: ·	MCF10A rerep: ·	IL-1B inflam inh: ·	KB-3-1 tox: -8%	S2 tox: ?	ATXN2 expr inh: 0%	KB-V1 cytotox: 0%
> O=C(O)c1ccccc1CSc1ncn[nH]1
  SW480 rereplic: -2%	HT1080NT lethal: 2%	HT1080 IDH1KD tx: 6%	MCF10A rerep: -1%	IL-1B inflam inh: 1	KB-3-1 tox: 3%	S2 tox: i	ATXN2 expr inh: 0%	KB-V1 cytotox: -6%
> Cc1ccc(Oc2nnc(-c3ccc(C)cc3)c3ccccc23)cc1
  SW480 rereplic: -1%	HT1080NT lethal: 14%	HT1080 IDH1KD tx: 0%	MCF10A rerep: -2%	IL-1B inflam inh: 14	KB-3-1 tox: ?	S2 tox: i	ATXN2 expr inh: 11%	KB-V1 cytotox: 18µM*

Following part.
SMILES | SW480 rereplic | HT1080NT lethal | HT1080 IDH1KD tx | MCF10A rerep | IL-1B inflam inh | KB-3-1 tox | S2 tox | ATXN2 expr inh | KB-V1 cytotox
COC(=O)c1ccc(C)c(NC(=O)C2COc3ccccc3O2)c1 (configuration not stated) | -11% | 17% | 17% | 0% | 3 | 2% | i | -1% | -11%
O=C1CC(N(CCc2ccccc2)C(=S)Nc2cc(Cl)ccc2Cl)C(=O)N1c1c(Cl)cccc1Cl (configuration not stated) | -14% | -22% | -13% | -15% | -6 | ? | i | -8% | ?
COc1ccccc1NC(=O)/C=C1\SCC(=O)N1C | -8% | -19% | -5% | -2% | 20 | -2% | i | -13% | ?
O=c1[nH]c2ccccc2nc1C(F)(F)C(F)F | -3% | 6%[9.24 µM] | -25% | 0% | 4 | 1% | i | -7% | 26%
O=C(CSc1nnc(NC(=O)c2ccc(S(=O)(=O)N3CCOCC3)cc2)s1)Nc1ccccc1C(F)(F)F | -1% | 0% | 0% | -1% | 0 | 14% | i | 6% | -14%
O=C(CCCn1c(=O)c2cccn2c2cccnc21)NCc1cccc(Br)c1 | 6% | -26% | 0% | ? | -27 | -18% | i | · | 0%
CCOC(=O)c1c(C)[nH]c(C)c1C(=O)COC(=O)c1ccc(Cl)c(S(N)(=O)=O)c1 | 5% | -1% | 0% | 1% | -5 | 21% | i | 1% | -10%
CC(/C=C\c1ccccc1)=C/C(=O)O | -8% | -1% | -1% | 3% | -19 | -1% | i | 2% | 7%
Cc1ccccc1Nc1ncnc2[nH]ncc12 | 13% | 2% | -1% | 3% | 4 | 30% | i | 3% | -7%
CCCN1CCN(CCCNC(=O)c2ccc(NC(=O)C3=C(C)OCCS3)cc2)CC1 | -8% | 2% | 1% | -3% | -20 | ? | i | -3% | ?
CN(C)C(=S)N=c1ssc(=S)n1Cc1ccco1 | ? | ? | -16% | ? | 1 | 4.1µM* | i | -20% | 4.1µM*
CCOc1ccc(NC(=O)CSc2ccc(-c3ccccn3)nn2)cc1 | -4% | -2% | -5% | -4% | 41 | 1% | i | -25% | 2.9µM*
COc1cccc(C(=O)NCC(c2ccc3c(c2)OCO3)N2CCOCC2)c1 (configuration not stated) | · | · | · | · | · | -3% | i | -9% | 14%
CN(C)C(=S)c1ccc(N(C)C)cc1 | -8% | 0% | -1% | -1% | 23 | 0% | i | · | ?
Cc1cc(C)c2cccc(N)c2n1 | 7% | -1% | -11% | 4% | 22 | -7% | i | 1% | 7%
CCCN(C(=O)CSc1nc2c(cnn2-c2ccccc2)c(=O)[nH]1)C1CCS(=O)(=O)C1 (configuration not stated) | -3% | 9% | 21% | 7% | -2 | -3% | i | 8% | 0%
CCOc1ccccc1C(=O)NC(C)c1ccc2c(c1)OCO2 (configuration not stated) | ? | ? | ? | ? | 17 | ? | i | -18% | 9.2µM*
CC1=NN(C(=O)Cc2ccc([N+](=O)[O-])cc2)C(O)(c2ccccc2)C1 (configuration not stated) | ? | ? | ? | 0% | -2 | 5% | i | -1% | 3%
CCCCn1c(/C=C/c2ccco2)nc2ccccc21 | · | 16% | 12% | 4% | 0 | -3% | i | 1% | 6%
O=C(COC(=O)C1CCN(S(=O)(=O)c2ccc(Cl)c(C(F)(F)F)c2)CC1)NCC1CCCO1 (configuration not stated) | · | 3% | 3% | · | 3 | -10% | i | · | 17%
CCN(CC)CCNC(=O)c1cn(-c2ccccc2)nc1-c1cccs1 | 3% | -22% | -17% | -12% | -21 | 20% | i | -11% | -16%
COc1cccc(N2CCN(c3nc(C)c(C)c(=O)[nH]3)CC2)c1 | 2% | -11% | -23% | 1% | 23 | 10% | i | -10% | -18%
COc1cc(/C=C2\SC(=S)N(N(C)c3ccccc3)C2=O)ccc1O | -4% | 8% | 1% | 2% | 7 | 3% | i | · | -2%
CC(=O)Nc1ccc(N2C(=O)CSC2c2cccc(Br)c2)cc1 (configuration not stated) | 3% | 0% | 0% | 0% | -10 | 15% | i | -13% | -2%
Cc1ccc(NCc2ccccc2F)cc1 | -4% | -5% | 3% | 0% | 20 | 0% | i | 7% | 8%
FC(F)(F)c1cccc(Cc2noc(CN3CCSCC3)n2)c1 | -2% | 5% | 0% | 4% | 2 | 14% | i | 3% | 0%
COc1ccccc1CNC(=O)C(C)c1ccc([N+](=O)[O-])cc1 (configuration not stated) | -1% | 9% | 24% | ? | 5 | 15% | i | -2% | -7%
CCC(=O)N1CCc2cc(Br)cc(S(=O)(=O)CCC(=O)Nc3cccc(C)c3C)c21 | · | · | · | · | · | 5% | i | 12% | 1%
CCc1nc(NCC2CCCO2)c(C#N)c2c1COC(C)(C)C2 (configuration not stated) | -4% | 6% | -1% | 8% | -17 | 4% | ? | 1% | 0%
CC1=C(C(=O)OCC2CCCO2)C(c2coc3ccc(Cl)cc3c2=O)C2=C(CCCC2=O)N1 (configuration not stated) | ? | -13% | -16% | -34%[inhibitor] | 4 | -7% | ? | -15% | ?
CN(C(=O)c1cc2n(n1)C(C(F)(F)F)CC(c1ccco1)N2)c1ccc(OC(F)(F)F)cc1 (configuration not stated) | 9% | -12% | -1% | 3% | -22 | -2% | i | -15% | -11%
O=c1nccc(N/N=C/c2ccccc2O)[nH]1 | ? | 1.2µM* | ? | 8% | 47 | 6.5µM* | i | ? | 0%
CCC(c1nnnn1CCOC)N(Cc1cc2c(C)cc(C)cc2[nH]c1=O)CC1CCCO1 (configuration not stated) | 1% | 3%[9.24 µM] | ? | 2% | -12 | 5% | i | -14% | -2%

Reprinted from above, two compounds:
SMILES | SW480 rereplic | HT1080NT lethal | HT1080 IDH1KD tx | MCF10A rerep | IL-1B inflam inh | KB-3-1 tox | S2 tox | ATXN2 expr inh | KB-V1 cytotox
CN(C)C(=S)c1ccc(N(C)C)cc1 | -8% | 0% | -1% | -1% | 23 | 0% | i | · | ?
Cc1cc(C)c2cccc(N)c2n1 | 7% | -1% | -11% | 4% | 22 | -7% | i | 1% | 7%
